AmpC inh detg: inhibitors of E. coli AmpC beta-lactamase with detergent. P00811. AmpC hydrolysis of nitrocefin, absorbance 480 nm, 0.01% Triton. Potency, µM (titrated, usually from 114 µM), for inactives: top-dose activity change, negative = inhibition, most hits filed as inhibitors. 370,000 tested, 0.041% active. AID 485294;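 also: potency is read from the fitted curve at half-maximal effect; 0% = no-compound wells and -100% = no-enzyme wells; nearly all actives have a fitted effect of over 25% in size; some results filed as inactive show a strong effect at the top dose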
Target sequence (P00811 whole entry, looked up): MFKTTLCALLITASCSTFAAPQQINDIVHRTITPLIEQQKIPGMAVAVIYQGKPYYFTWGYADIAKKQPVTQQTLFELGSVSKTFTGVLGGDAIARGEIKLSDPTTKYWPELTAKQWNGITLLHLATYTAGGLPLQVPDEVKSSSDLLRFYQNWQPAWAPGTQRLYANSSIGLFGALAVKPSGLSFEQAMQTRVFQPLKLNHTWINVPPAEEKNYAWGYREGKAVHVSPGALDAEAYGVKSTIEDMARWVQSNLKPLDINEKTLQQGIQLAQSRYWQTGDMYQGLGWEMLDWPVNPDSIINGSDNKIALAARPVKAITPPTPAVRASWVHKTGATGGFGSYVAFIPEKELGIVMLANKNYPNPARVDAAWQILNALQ
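20 mM phosphate pH 7.0 + 0.01% (detergent screen) or 0.0001% Triton X-100; 5.3 nM AmpC reagent; cpd preinc 15 min RT; nitrocefin (800 uM stock) to start; A480 q20 s × 4 min; Activity was normalised to no-enzyme and no-compound control wells.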
HCMV antiviral: human cytomegalovirus inhibition; 410,000 tested, 4.5% active; HFF cells, HCMV-luciferase reporter, 72 h; stronger effect = lower value; activity change, negative = inhibition, % at 57.5 µM; in the data active = activity change below about -60%; inconclusive = no clear call, values can overlap the other calls; inactive = above about -39%
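Human foreskin fibroblasts infected with luciferase-reporter HCMV at MOI 1 PFU/cell, compounds at two doses. Luciferase measured 72 h post infection; normalized to buffer-only basal and Salinomycin (10uM) controls.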
FBPA Giardia inh: Giardia lamblia aldolase inhibition. Potency, µM (series often up to 59.6 µM), for the others: top-dose activity, negative = inhibition, hits mostly inhibitors. A8B2U2. AID 2451. 290,000 tested, 0.71% active. purified Giardia FBPA; also: potency is read from the fitted curve at half-maximal effect; nearly all actives have a fitted effect of over 55% in size
Target sequence (A8B2U2 whole entry, looked up): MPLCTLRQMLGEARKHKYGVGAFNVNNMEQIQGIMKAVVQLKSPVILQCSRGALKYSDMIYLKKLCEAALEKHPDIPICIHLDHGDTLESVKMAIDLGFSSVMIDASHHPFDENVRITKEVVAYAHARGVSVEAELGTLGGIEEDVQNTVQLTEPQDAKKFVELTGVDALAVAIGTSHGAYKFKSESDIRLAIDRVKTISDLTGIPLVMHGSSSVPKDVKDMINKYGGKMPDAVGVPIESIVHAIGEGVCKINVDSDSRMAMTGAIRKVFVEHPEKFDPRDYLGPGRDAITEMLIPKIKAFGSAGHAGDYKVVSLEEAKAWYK
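40 nM FBPA preincubated 10 min at RT with compound (up to 57.5 uM final), then substrate plus GAPDH/TPI/NAD/arsenate coupling and diaphorase/resazurin added. Fluorescence read after 20 min at RT, 525/598 nm.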
Sm TGR inh: blocks Schistosoma mansoni thioredoxin glutathione reductase. 360,000 tested, 3% active. AID 485364. purified TGR, DTNB reduction, TNB absorbance 405 nm. Potency, µM (doses to about 114 µM), without a hit: at the top dose activity change, negative = inhibition, actives largely listed as inhibitors. Q962Y6; also: potency is read from the fitted curve at half-maximal effect; nearly all actives have a fitted effect of over 60% in size
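Kinetic colorimetric format: TGR-catalysed, NADPH-driven DTNB reduction monitored via TNB absorbance. Enzyme dispensed at 20 nM; compound exposure 15 min at room temperature before reaction start.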
AMA1-RON2 inh: AMA1-RON2 (P. falciparum) interaction inhibition; AlphaScreen AMA1-biotinylated RON2 peptide binding; Potency, µM (top dose mostly 58.2 µM), for inactives: at the top dose activity change, negative = inhibition, hits mostly inhibitors; 360,000 tested, 0.2% active; AID 720542;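 also: potency is read from the fitted curve at half-maximal effect; 0% = vehicle wells and -100% = peptide control; nearly all actives have a fitted effect of over 45% in size; some results filed as inactive show a strong effect at the top dose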
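AMA1 (3D7) with his tag at 25 nM final met compounds first, then biotinylated RON2 peptide at 25 nM; detection used donor plus acceptor beads, 10 µg/mL apiece, read by AlphaScreen after 30 min at room temperature.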
HCV inh: HCV inhibition. Huh7.5.1 HCVcc-Cre infection, luciferase reporter, 44 h. Potency, µM (top dose mostly 41.8 µM), for inactives: top-dose activity change, negative = inhibition, most hits filed as inhibitors. 340,000 tested, 3.4% active. AID 651820; also: potency is read from the fitted curve at half-maximal effect
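Seed cells (1,000/well) for 4 h; treat with compound and infect with HCVcc-Cre, moi about 0.5. Incubate 44 h, then detect luciferase activity.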
* hit, by the source's call; [ ] = dose if it differs, or a comment. Unless noted, calls follow the shape of the dose curve; as a rule, active = well fitted curve in the direction sought with a large enough effect; inconclusive = small, poorly fitted or top-dose-only effect, or another doubt; inactive = no such curve, though single readings can be large; an effect the other way counts as inactive or inconclusive. Unless noted, % is scaled to controls: 0 for no effect and ±100 for the full control effect. This is a random part of the collection; overall some 9.3% were active at least once.

Results for O=C(Cn1c(=S)[nH]c2ccccc2c1=O)N1CCN(c2ccccc2)CC1 ?
AmpC inh detg: -10%; HCMV antiviral: 70; FBPA Giardia inh: 3%; Sm TGR inh: 2%; AMA1-RON2 inh: -2%; HCV inh: inconclusive

What do the screens show for `Cc1ccc(C2CC2c2n[nH]c(=S)n2-c2cccc(Cl)c2)cc1` (configuration not stated)?
AmpC inh detg: 0%; HCMV antiviral: -23; FBPA Giardia inh: 13%; Sm TGR inh: -4%; AMA1-RON2 inh: 24%; HCV inh: 3%

What do the screens show for `Cc1cc(C(=O)Nc2nncs2)oc1C`?
AmpC inh detg: inconclusive; HCMV antiviral: 22; FBPA Giardia inh: -14%; Sm TGR inh: -7%; AMA1-RON2 inh: 6%; HCV inh: 13%

What do the screens show for `O=C(Nc1cc(Cl)cc(Cl)c1)C1CC(=O)N(C2CCCC2)C1` (configuration not stated)?
AmpC inh detg: -14%; HCMV antiviral: 1; Sm TGR inh: 3%; AMA1-RON2 inh: -14%; HCV inh: 24%

How did CCN(CC)S(=O)(=O)c1ccc(C(=O)N2CCN(CCN3C(=O)c4cccc5cccc(c45)C3=O)CC2)cc1 do in these assays?
AmpC inh detg: -5%; FBPA Giardia inh: 1%; Sm TGR inh: -2%

How did CC(C)CC(NS(=O)(=O)c1ccc2[nH]c(=O)c(=O)[nH]c2c1)C(=O)O (configuration not stated) do in these assays?
AmpC inh detg: 0%; HCMV antiviral: -33; FBPA Giardia inh: 14%; Sm TGR inh: inconclusive; AMA1-RON2 inh: 14%; HCV inh: 6%

What do the screens show for `Cc1ccc(S(=O)(=O)NC2CCCCC2)c2nsnc12`?
AmpC inh detg: -2%; HCMV antiviral: -31; FBPA Giardia inh: 6%; Sm TGR inh: 19%; AMA1-RON2 inh: -14%; HCV inh: 25%

What do the screens show for `CSCCC(NC=C1C(=O)OC(C)(C)OC1=O)C(=O)O` (configuration not stated)?
AmpC inh detg: 0%; HCMV antiviral: 0; FBPA Giardia inh: -13%; Sm TGR inh: 0%; AMA1-RON2 inh: 56%[activator]; HCV inh: 0%

Results for CN(/N=C/c1cccnc1)c1cnn(-c2ccc(F)c(Cl)c2)c(=O)c1Cl ?
AmpC inh detg: -1%; HCMV antiviral: 33; FBPA Giardia inh: 4%; Sm TGR inh: 16%; AMA1-RON2 inh: -2%; HCV inh: -8%

What do the screens show for `CCN(CC)C(=O)CCCOc1ccc(Cl)cc1Cl`?
AmpC inh detg: 1%; HCMV antiviral: -3; FBPA Giardia inh: -1%; Sm TGR inh: 13%; AMA1-RON2 inh: -9%; HCV inh: 11%

What do the screens show for `N#CCN(N=Nc1ccccc1)c1ccccc1`?
AmpC inh detg: 4%; HCMV antiviral: 44; FBPA Giardia inh: 5%; Sm TGR inh: 5%; AMA1-RON2 inh: -13%; HCV inh: 13%

How did CCNc1cc(N2CCN(C3CCCCC3)CC2)c2noc3c2c1C(=O)c1ccccc1-3 do in these assays?
AmpC inh detg: 13%; HCMV antiviral: 14; Sm TGR inh: -6%

How did Cc1sc2c(c1C)c(=O)n(CCc1ccccc1)c(=O)n2Cc1ccc(F)cc1 do in these assays?
AmpC inh detg: 26%; HCMV antiviral: -7; Sm TGR inh: 2%

How did CC(C)NC(=O)N(C)C[C@H]1Oc2c(cccc2N(C)C)C(=O)N([C@H](C)CO)C[C@@H]1C do in these assays?
HCMV antiviral: 15; AMA1-RON2 inh: 0%; HCV inh: 4%

Results for Cc1nc(N/C(N)=N/S(=O)(=O)c2ccccc2)nc2ccccc12 ?
HCMV antiviral: 13; AMA1-RON2 inh: 6%; HCV inh: -16%

Results for Cc1ccc(N2C(=O)C3NN=C(C(=O)OCc4ccccc4)C3C2=O)c(C)c1 (configuration not stated) ?
AmpC inh detg: 1%; HCMV antiviral: -12; FBPA Giardia inh: -3%; Sm TGR inh: -11%; AMA1-RON2 inh: -21%; HCV inh: 3%

What do the screens show for `COC(=O)c1ccccc1S(=O)(=O)N1CCC(C(=O)NCc2ccco2)CC1`?
AmpC inh detg: -3%; HCMV antiviral: 7; Sm TGR inh: -24%; AMA1-RON2 inh: -4%; HCV inh: 5%

Results for COc1ccc(S(=O)(=O)NCCC(=O)OCC(=O)c2ccc[nH]2)cc1[N+](=O)[O-] ?
AmpC inh detg: 4%; HCMV antiviral: -27; Sm TGR inh: 0%; AMA1-RON2 inh: -3%; HCV inh: 11%

How did CCCOc1c(Cl)cc(C(=O)NC)cc1OC do in these assays?
AmpC inh detg: 0%; HCMV antiviral: 5; FBPA Giardia inh: 3%; AMA1-RON2 inh: -30%; HCV inh: 0%

How did Cc1ccc(-n2nc3ccc(NC(=S)NC(=O)/C=C/c4ccco4)cc3n2)cc1 do in these assays?
AmpC inh detg: -3%; HCMV antiviral: -68*; FBPA Giardia inh: 4%; Sm TGR inh: -15%; AMA1-RON2 inh: -1%[11.6 µM]; HCV inh: 2%

What do the screens show for `COc1ccc(-n2c(-c3ccc(Cl)cc3)c[n+]3c2CCCCC3)cc1`?
AmpC inh detg: -13%; HCMV antiviral: -80*; FBPA Giardia inh: 5%; Sm TGR inh: -1%; AMA1-RON2 inh: 10%; HCV inh: -8%

Results for Cc1nnc(NC(=O)CSc2nnc(Cc3cccn3C)n2C)s1 ?
AmpC inh detg: 5%; HCMV antiviral: 12; FBPA Giardia inh: -8%; Sm TGR inh: inconclusive; AMA1-RON2 inh: 15%; HCV inh: 10%

Results for CCn1c(SCc2cc(=O)[nH]c3ccccc23)nnc1C1CC1 ?
AmpC inh detg: inconclusive; HCMV antiviral: -28; FBPA Giardia inh: -3%; Sm TGR inh: 0%; AMA1-RON2 inh: -14%; HCV inh: 7%

Results for CS(=O)(=O)Nc1ccccc1C(=O)NCC1(N2CCCCC2)CCCCC1 ?
AmpC inh detg: -13%; HCMV antiviral: 12; FBPA Giardia inh: -4%; Sm TGR inh: -1%; AMA1-RON2 inh: 2%; HCV inh: 22%

How did COc1cccc(CN2CCN(C(=O)c3cc(-c4ccncc4)nc4ccc(C)cc34)CC2)c1 do in these assays?
HCMV antiviral: -9; AMA1-RON2 inh: -2%; HCV inh: inconclusive

Results for CN(CC(=O)Nc1ccc(F)c(F)c1F)C(=O)c1ccc(=O)[nH]c1 ?
AmpC inh detg: 4%; HCMV antiviral: 7; Sm TGR inh: -31%; AMA1-RON2 inh: 13%; HCV inh: 3%

How did COc1ccc(CCCC(=O)NCCc2ccccc2)cc1 do in these assays?
AmpC inh detg: inconclusive; HCMV antiviral: -23; FBPA Giardia inh: 4%; Sm TGR inh: -4%; AMA1-RON2 inh: 0%; HCV inh: -1%

What do the screens show for `NC(=O)c1ccccc1NC(=O)CCc1ccccc1`?
AmpC inh detg: -6%; HCMV antiviral: 36; FBPA Giardia inh: -3%; Sm TGR inh: -8%[11.4 µM]; AMA1-RON2 inh: 1%; HCV inh: -4%

What do the screens show for `CC(=O)Oc1ccc(C2(C)CC(C)(C)NC(=S)N2C)c(OC(C)=O)c1` (configuration not stated)?
AmpC inh detg: -3%; HCMV antiviral: -18; FBPA Giardia inh: -2%; Sm TGR inh: 5%; AMA1-RON2 inh: -16%; HCV inh: 17%

Results for O=C(N/C=C/n1cnc2cc(C(F)(F)F)ccc21)c1ccccc1 ?
AmpC inh detg: -6%; HCMV antiviral: -7; FBPA Giardia inh: 0%; Sm TGR inh: 2%; AMA1-RON2 inh: 9%; HCV inh: inconclusive

What do the screens show for `C=CCNC(=O)c1ccc(CNS(=O)(=O)c2ccc(NC(C)=O)cc2)cc1`?
AmpC inh detg: -2%; HCMV antiviral: -2; FBPA Giardia inh: 3%; Sm TGR inh: -11%; AMA1-RON2 inh: -6%; HCV inh: 15%

Results for O=C(Cc1ccc(F)cc1)Nc1cccc(-c2nc3cccnc3s2)c1 ?
AmpC inh detg: 1%; HCMV antiviral: inconclusive; Sm TGR inh: 1%

Results for Cc1ccccc1-c1noc(-c2ccccc2C(=O)NCc2ccco2)n1 ?
AmpC inh detg: 4%; HCMV antiviral: -36; FBPA Giardia inh: 0%; Sm TGR inh: 13µM*; AMA1-RON2 inh: -13%; HCV inh: inconclusive

Results for CCOc1c2ccc(C(=O)NCc3ccco3)cc2nn1CCOC ?
AmpC inh detg: 0%; HCMV antiviral: 28; FBPA Giardia inh: 0%; Sm TGR inh: -5%; AMA1-RON2 inh: 5%; HCV inh: -2%

Results for Cc1cc(C)nc(NC(=O)c2ccc(Br)cc2)n1 ?
AmpC inh detg: 5%; HCMV antiviral: 47; FBPA Giardia inh: 0%; Sm TGR inh: 11%; AMA1-RON2 inh: 0%; HCV inh: 8%

Results for Cc1ccc(S(=O)(=O)N2CCOCC2)c2nsnc12 ?
AmpC inh detg: 2%; HCMV antiviral: -14; FBPA Giardia inh: -3%; Sm TGR inh: 3%; AMA1-RON2 inh: -8%; HCV inh: 2%

Gathered by group: the compounds so far with a COOH group (two)
How did CC(C)CC(NS(=O)(=O)c1ccc2[nH]c(=O)c(=O)[nH]c2c1)C(=O)O (configuration not stated) do in these assays?
AmpC inh detg: 0%; HCMV antiviral: -33; FBPA Giardia inh: 14%; Sm TGR inh: inconclusive; AMA1-RON2 inh: 14%; HCV inh: 6%

What do the screens show for `CSCCC(NC=C1C(=O)OC(C)(C)OC1=O)C(=O)O` (configuration not stated)?
AmpC inh detg: 0%; HCMV antiviral: 0; FBPA Giardia inh: -13%; Sm TGR inh: 0%; AMA1-RON2 inh: 56%[activator]; HCV inh: 0%

Other results follow.
How did CS(=O)(=O)c1ccc(C(=O)Nc2cc(S(C)(=O)=O)ccc2Cl)cc1 do in these assays?
AmpC inh detg: -5%; HCMV antiviral: inconclusive; FBPA Giardia inh: 3%; Sm TGR inh: -2%; AMA1-RON2 inh: 4%[11.6 µM]; HCV inh: 17%

What do the screens show for `Cc1cc(S(=O)(=O)Nc2ccc(O)c(Sc3nc4ccccc4s3)c2)ccc1Cl`?
AmpC inh detg: 1%; HCMV antiviral: -3; Sm TGR inh: -8%

What do the screens show for `Cc1cc(C)cc(-n2c(SCC(=O)NC3CCCCC3)nc3c([nH]c4ccccc43)c2=O)c1`?
AmpC inh detg: 4%; HCMV antiviral: 38; Sm TGR inh: -9%

What do the screens show for `Nn1c(Cc2cccc3ccccc23)nnc1SCC(=O)NC1CCS(=O)(=O)C1` (configuration not stated)?
AmpC inh detg: -14%; HCMV antiviral: 44; FBPA Giardia inh: 0%; Sm TGR inh: 2%; AMA1-RON2 inh: 1%; HCV inh: 12%

Results for O=C(N/N=C(\CC(=O)c1cccs1)C(F)(F)F)c1cccnc1 ?
AmpC inh detg: 6%; HCMV antiviral: 27; FBPA Giardia inh: 4%; Sm TGR inh: inconclusive; AMA1-RON2 inh: 87%[activator]; HCV inh: 3%

How did Cc1ccc(N2C(=O)N3[C@H]4c5ccccc5OC[C@@H]4[C@@H](c4ccccc4)[C@@]3(C)C2=O)cc1 do in these assays?
AmpC inh detg: inconclusive; FBPA Giardia inh: -8%; Sm TGR inh: 1%; AMA1-RON2 inh: 7%; HCV inh: inconclusive

How did COc1cc(C2SCC(=O)Nc3c2c(C)nn3-c2ccccc2)cc(OC)c1OC (configuration not stated) do in these assays?
AmpC inh detg: 0%; HCMV antiviral: 11; FBPA Giardia inh: 8%; Sm TGR inh: 11%; AMA1-RON2 inh: 6%; HCV inh: 2%

Screening results from PubChem.
